# KLF5 inh: KLF5 expression inhibitors, primary screen, DLD-1 cells, luminescence; AID 1700, 2009; DLD-1 KLF5 promoter-luciferase reporter; 290,000 compounds, 0.23% hits; inhibition, % at 5 µM;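 active = inhibition above a per-plate limit of that plate's mean compound inhibition plus 3 SD, cut at about 60% in these data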;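 note: 0% = DMSO wells and 100% = LY294002 at 200 µM; higher means less KLF5 promoter-driven luciferase light; inactives centre near -14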
# HSF1 inh: HSF1 inhibitors in luciferase reporter cells, primary screen, cell-based, NIH3T3, luminescence; AID 2098, 2009; activity change, negative = inhibition, % at 7.5 µM (by protocol); 300,000 compounds, 0.77% hits; NIH3T3-HGL HSE-luciferase, MG132-induced, luminescence 8 h; active compounds read low;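 active = more than half of replicate wells show activity change below -50%, luminescence cut by over half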;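 note: luciferase reports HSF-1 transcriptional activity via heat shock element; 0% = median of DMSO wells and -100% = zero luminescence signal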
# AI-2 QS modul: Vibrio harveyi AI-2 quorum sensing modulators, primary screen, JMH597 strain, luminescence/OD600 ratio; Vibrio harveyi JMH597 AI-2 luminescence/OD600 ratio, 9 h; active compounds read low; strain lacks LuxN and CqsS sensors; 0 = neutral-control median; activity change, % at 7.5 µM; 300,000 compounds, 0.4% hits; in the data active = activity change below about -75%, passing the limit was not always enough;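 note: luminescence divided by OD600 gain over 9 h not by final OD600 alone; inactives centre near 13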
# IEC-6 tox: cytotoxicity in IEC-6 intestinal epithelial cells, primary screen, cytotoxicity control for KLF5 inhibitor project, cell-based, luminescence. IEC-6 cytotoxicity, luminescence viability. inhibition, % at 5 µM. 290,000 compounds, 0.78% hits. AID 1825, 2009; in the data active = inhibition above about 22%;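 note: 0% = plate median of test compound wells and 100% = cytotoxic reference compound wells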
# HSP90 refold inh: HSP90 inhibitors, primary screen, cell lysate, luminescence; Heat shock protein HSP 90 (rabbit reticulocyte lysate; luciferase refolding); Rabbit reticulocyte lysate, luciferase refolding luminescence, 3 h; inhibition, % at 5.6 µM; 290,000 compounds, 0.91% hits;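 active = inhibition above the screen-wide mean plus 3 SD, computed separately per campaign, cut at about 16% in these data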;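 note: 0% = DMSO wells and 100% = 60 µM geldanamycin wells; inhibitors lower the luminescence because luciferase stays unfolded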
# GSK3A inh: blockers of GSK3A enzyme activity – biochemical, luminescence, cell-free homogeneous, HTS, primary screen. Glycogen synthase kinase-3 alpha (Homo sapiens), P49840. GSK-3 alpha kinase, ADP-Glo luminescence, 60 min. inhibition, % at 10 µM. 320,000 compounds, 0.1% hits. AID 2650, 2010;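 in the data active = inhibition above about 50%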;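 note: GST-tagged GSK-3 alpha with peptide substrate and 25 µM ATP; 0% = DMSO neutral wells and 100% = GW8510 positive control wells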
# Target sequence (P49840 whole entry, looked up): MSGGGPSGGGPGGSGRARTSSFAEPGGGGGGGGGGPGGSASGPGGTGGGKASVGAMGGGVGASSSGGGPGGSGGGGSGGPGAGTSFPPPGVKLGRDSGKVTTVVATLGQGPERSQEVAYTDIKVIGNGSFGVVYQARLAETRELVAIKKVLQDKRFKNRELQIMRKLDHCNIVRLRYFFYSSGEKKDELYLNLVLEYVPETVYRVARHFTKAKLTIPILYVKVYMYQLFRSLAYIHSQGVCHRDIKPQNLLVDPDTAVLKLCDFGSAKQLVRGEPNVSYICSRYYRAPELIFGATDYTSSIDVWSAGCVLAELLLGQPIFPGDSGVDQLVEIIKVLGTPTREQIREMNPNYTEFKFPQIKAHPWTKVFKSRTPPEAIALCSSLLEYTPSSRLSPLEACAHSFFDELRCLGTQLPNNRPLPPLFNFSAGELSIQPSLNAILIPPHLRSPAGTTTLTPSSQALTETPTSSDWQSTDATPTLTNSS
# GSK3B inh: human GSK3beta kinase inhibitors, primary screen, biochemical, cell-free homogeneous, HTS; Glycogen synthase kinase-3 beta (Homo sapiens), P49841; GST-GSK3beta kinase, ADP-Glo luminescence, 60 min; active compounds read low; 300,000 compounds, 0.038% hits; AID 2097, 2009; activity score (negative = inhibition), % at 10 µM;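 active = more than half of replicate wells score below -50%, meaning over 50% inhibition versus plate controls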;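 note: 0% = median DMSO wells and -100% = median GW8510 positive control wells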
# Target sequence (P49841 whole entry, looked up): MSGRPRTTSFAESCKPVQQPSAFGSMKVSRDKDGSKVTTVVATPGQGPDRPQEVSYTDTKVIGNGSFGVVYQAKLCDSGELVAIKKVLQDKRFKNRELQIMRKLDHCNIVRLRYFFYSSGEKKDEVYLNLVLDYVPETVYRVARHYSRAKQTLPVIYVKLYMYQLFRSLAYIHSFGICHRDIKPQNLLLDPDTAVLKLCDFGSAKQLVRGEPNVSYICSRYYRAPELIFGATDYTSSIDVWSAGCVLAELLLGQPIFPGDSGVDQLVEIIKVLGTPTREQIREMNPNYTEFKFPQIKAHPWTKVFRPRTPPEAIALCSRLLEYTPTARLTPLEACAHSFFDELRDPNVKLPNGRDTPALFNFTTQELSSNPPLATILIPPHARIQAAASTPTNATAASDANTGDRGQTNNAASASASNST
#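 test system = GST-tagged human GSK3beta kinase, cell-free | reagent = 25 µM ATP with peptide substrate | dosing = one dose of 10 µM per compound | schedule = 60 min reaction, RT | detection = luminescent ADP-Glo measurement of ADP formed | control set = DMSO neutral wells and GW8510 at 20 µM as positive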
# aSyn UTR inh: MLPCN primary screen, SNCA 5' untranslated region; alpha-synuclein 5'UTR reporter, inhibitor activity; 300,000 compounds, 0.82% hits; inhibition, % (tested at 7.5 µM); in the data active = inhibition above about 60%;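 note: H4 neuroglioblastoma cells stably carrying SNCA 5'UTR luciferase fusion; 0% = DMSO wells and 100% = positive control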
# HIF act: HIF pathway transcriptional activators, primary screen, cell-based, U2OS HRE-luciferase, luminescence | U2OS HRE-luciferase reporter; normalized: DMSO 0%, desferrioxamine 100% | activation, % at 7.5 µM (by protocol) | 300,000 compounds, 0.32% hits;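 active = mean activation of at least 10% of the iron chelator positive control signal, with at least half of replicates also reaching 10%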
# HSF1 activator: HSF-1 activators, primary screen, NIH3T3-HGL cells, MG132 stress, luminescence, single point | NIH3T3-HGL HSF-1 luciferase reporter, 8 h; 100% = twice DMSO control signal | 300,000 compounds, 1.7% hits | AID 504408, 2011 | activation, % at 9 µM;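 active = mean replicate activation of at least 50% with a set share of replicates each reaching 50%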;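 note: 0% = median of the neutral control wells and 100% = twice that signal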
# Starred values were filed as active, the others as inactive; / = no result given. Not a hit list, and some 4.7% of all compounds hit somewhere here.
SMILES,KLF5 inh,HSF1 inh,AI-2 QS modul,IEC-6 tox,HSP90 refold inh,GSK3A inh,GSK3B inh,aSyn UTR inh,HIF act,HSF1 activator
OCC1(Cc2ccccc2C(F)(F)F)CCN(Cc2ccccc2)CC1,17.4,-9.6,22.3,0.8,-2.0,4.1,1.1,3.9,-0.4,-8.9
COc1cc([N+](=O)[O-])ccc1NC(=O)Nc1ccc2c(c1)OCCO2,-22.5,14.4,7.9,7.1,-1.5,-0.6,1.2,-72.4,1.2,17.3
CC(C)(C)Nc1nc(Cl)nc(Nc2ccccc2)n1,-145.6,18.7,0.1,4.3,6.4,0.3,-2.6,-136.0,3.2,28.5
CC(C)(C)c1cnnn1-c1ccc(/C=N/Nc2ccc([N+](=O)[O-])cc2)cc1,-0.4,15.9,30.0,-3.7,-0.6,-3.4,1.1,-95.4,0.1,14.4
O=C(Cc1ccc(Cl)cc1)NC1CCS(=O)(=O)C1 (stereo unspecified),-10.6,1.0,22.4,-5.3,-4.8,0.7,2.8,10.5,-0.2,-1.0
CCc1cc(=O)oc2cc(OC(C)C(=O)O)c(Cl)cc12 (stereo unspecified),-1.3,-2.1,9.5,2.7,2.7,-3.3,-2.5,3.9,0.0,0.0
Cc1ccc(C)c(S(=O)(=O)N2CCN(C(=O)CSc3ccccc3)CC2)c1,-0.2,1.8,15.1,-2.6,-5.5,/,2.7,-5.7,-0.4,2.4
NC(=O)CSc1nc2scc(-c3ccc(Cl)cc3)c2c(=O)n1Cc1ccccc1,-18.1,3.1,9.2,0.5,0.5,0.0,-8.9,44.8,-0.8,-10.4
C=CCSc1n[nH]c(=O)n1-c1cccc(C(F)(F)F)c1,-26.1,-0.3,27.0,-1.7,0.5,-1.3,0.6,-6.3,-0.2,16.1
Cc1ccc(CCC(=O)Nc2ccc(C)c(C)c2)o1,-22.1,2.8,-79.3*,1.0,-3.6,-9.3,1.7,-12.0,0.0,19.9
CCOC(=O)/C=C1\CC(=O)Nc2nonc2N1,-26.2,-4.7,18.2,3.0,-1.5,0.9,4.1,7.0,-0.3,-11.4
COC(=O)CN1C(=O)C(O)(CC(=O)c2cccc(Br)c2)c2ccccc21 (stereo unspecified),0.2,-3.3,15.8,-1.4,-0.6,-1.8,2.9,-9.2,/,-1.7
COc1cccc(NC(=O)CN(C)C(C)C(=O)Nc2ccc(C(C)=O)cc2)c1 (stereo unspecified),-17.2,3.1,21.4,-3.2,-2.8,-0.7,0.4,4.3,0.6,11.8
CCO[C@@H]1OC(C(=O)O)=C[C@H](c2ccc3c(c2)OCO3)[C@H]1CCCO,-14.7,1.0,-1.2,0.9,5.6,-2.9,0.8,9.4,-0.3,5.1
CCOC(=O)c1nn(-c2ccccc2)c2nnc(Cc3ccc(C)cc3)c(=O)n12,7.2,-10.3,-7.8,-0.2,3.4,-1.0,4.7,20.0,0.1,-9.6
COc1ccccc1NC(=O)CSC(N)=O,-42.7,-0.7,19.8,7.7,-5.5,0.0,-2.6,-11.7,-0.4,4.8
C/C(=N\NC(=O)c1nn(C)cc1Br)c1ccc(NC(=O)c2ccncc2)cc1,-63.7,0.7,2.8,1.2,-2.9,-2.0,-17.9,-7.9,1.3,-16.8
CS(=O)(=O)Nc1cc2c3c(c1)CCC(=O)N3CCC2,-31.8,0.3,-7.8,0.3,0.9,2.2,-1.4,7.5,0.1,12.7
COc1ccc(/C=C/C(=O)Oc2cc(O)cc(O)c2)cc1,-6.5,9.0,-94.8*,-7.9,4.8,-1.4,2.4,11.5,-0.9,15.4
O=C(Nc1cccc(C(F)(F)F)c1)/C(=C/c1ccco1)NC(=O)c1cccs1,-6.8,2.8,19.9,4.6,-1.5,-2.0,1.9,-16.3,0.3,-2.5
CC[C@@H](C)[C@@H](C(=O)N1CCN(C(=O)OC(C)(C)C)CC1)n1cc(CCCCNC(=O)OC(C)(C)C)nn1,-87.8,-7.4,3.0,3.5,15.2,/,-3.4,10.2,1.7,-8.6
Cc1ccc(C)c(N2CCN(S(=O)(=O)c3cc4c(cc3Cl)NC(=O)CO4)CC2)c1,6.3,8.1,16.0,3.4,3.0,-3.1,3.6,-9.3,0.1,16.4
Cc1c(NC2=NC3(CCCCC3)Cc3ccccc32)c(=O)n(-c2ccccc2)n1C,13.5,-7.8,5.1,4.8,-3.3,-3.8,-4.6,2.1,-0.4,9.1
O=C(CSC1=Nc2ccccc2C2CC=NN12)Nc1ccc(F)cc1Cl (stereo unspecified),-10.4,/,4.9,6.7,0.9,-1.5,-0.3,-11.8,0.1,/
O=C(Nc1ccc(N2CCOCC2)cc1N1CCOCC1)c1ncoc1-c1cccc(F)c1,13.6,-9.4,4.3,2.9,-1.1,-0.6,-0.2,17.8,-0.4,-8.0

# Results in AI-2 QS modul, for some of the entries so far:
structure | AI-2 QS modul
COc1cccc(NC(=O)CN(C)C(C)C(=O)Nc2ccc(C(C)=O)cc2)c1 (stereo unspecified) | 21.4
CCO[C@@H]1OC(C(=O)O)=C[C@H](c2ccc3c(c2)OCO3)[C@H]1CCCO | -1.2
CCOC(=O)c1nn(-c2ccccc2)c2nnc(Cc3ccc(C)cc3)c(=O)n12 | -7.8

# New compounds follow.
SMILES,KLF5 inh,HSF1 inh,AI-2 QS modul,IEC-6 tox,HSP90 refold inh,GSK3A inh,GSK3B inh,aSyn UTR inh,HIF act,HSF1 activator
N#CC1=C(SCC(N)=O)NC(=O)CC1c1ccccc1Cl (stereo unspecified),-4.9,-7.4,24.1,-3.0,-2.5,0.5,1.7,-6.6,-0.3,-1.2
Cn1cc(P(=S)(N2CCOCC2)N2CCOCC2)cc1P(=S)(N1CCOCC1)N1CCOCC1,-41.6,-5.7,12.1,7.8,1.4,-2.0,-2.3,-6.7,-0.8,-10.1
O=C(Nc1cccc(Cl)c1)C1CCCN(c2cnccn2)C1 (stereo unspecified),-19.7,12.1,18.8,1.7,-2.6,0.3,-2.0,-17.9,-0.4,-14.2
COC(=O)c1ccc2c(=O)[nH]c(CCl)nc2c1,11.1,1.8,6.8,3.4,1.1,12.3,-0.2,-42.1,-0.4,16.3
COc1cccc(/C=N/n2c(-c3ccco3)nc3ccccc3c2=O)c1OC,1.7,12.6,5.4,4.0,0.8,-1.1,-6.0,-10.9,0.7,13.8
O=C(CCSc1ccccc1)NCCSCc1ccco1,-42.8,30.9,-4.1,-5.1,0.1,1.8,3.3,0.2,-0.3,48.9
CC1(C)c2ccccc2-n2c1cc1oc(=O)cc(O)c1c2=O,11.3,-5.6,10.7,1.1,3.1,-1.9,-1.6,19.7,-0.4,-2.8
O=C(NNC(=O)c1csc(-c2cccnc2)n1)Nc1ccc(Cl)cc1,-28.0,12.0,9.4,-1.1,2.3,0.4,-3.6,27.5,1.6,44.7
CCOc1ccc(C2N(c3ccc(F)cc3)C(=O)C3CCCN32)cc1 (stereo unspecified),10.1,-0.6,5.4,-7.9,-1.1,/,0.3,10.1,0.2,-6.4
COc1cccc(CNC(=O)C2CCN(S(=O)(=O)c3ccc4c(c3)NC(=O)CO4)CC2)c1,13.1,0.7,18.4,3.2,0.5,-2.0,-2.0,1.4,0.3,-2.0
CC(C)NC(=O)/C(=C\c1cccc([N+](=O)[O-])c1)NC(=O)c1ccccc1,-14.3,-9.8,12.5,-0.7,-4.0,0.3,-23.7,2.5,0.0,-6.9
CCN(CC)S(=O)(=O)c1ccc(-n2c(=O)c(C(C)C)c(C)n2C)cc1,25.7,4.0,20.9,-2.2,-2.3,-3.2,1.2,6.5,0.1,5.9
COc1cc(SC)ccc1C(=O)N1CCN(c2ccc(O)cc2)CC1,-12.8,0.1,-2.2,-2.6,-5.0,-1.6,3.0,14.7,2.0,9.6
Cc1ccc(C(=O)c2nc3c(n2O)CCCC3)cc1,-41.6,2.6,21.0,-1.2,3.2,1.7,2.4,-86.3,2.2,6.3
O=C(O)Cn1nc(-c2ccc(Cl)cc2)ccc1=O,-52.0,3.8,24.5,-5.1,-0.1,-2.5,1.4,0.5,-1.9,10.6
O=C(NCCCc1ccccc1)c1cccc([N+](=O)[O-])c1,-20.0,-4.5,13.5,-4.2,0.1,-0.3,-1.0,-27.9,0.6,3.2
COc1ccccc1CNC(=O)C1CCN(Cc2nc(-c3cccc(Cl)c3)oc2C)CC1,9.2,6.1,14.9,-0.7,-2.7,1.0,1.7,-2.7,0.4,31.0
O=C(CN1C(=O)NC(Cc2c[nH]c3ccccc23)C1=O)NC1CC1 (stereo unspecified),-8.9,1.8,16.0,-1.2,-3.6,-2.0,-1.4,12.2,-1.8,2.6
O=C(NCc1ccccc1)c1ccc(Cl)cc1,-16.4,0.3,-40.9,-2.8,2.5,-0.9,-23.6,-3.1,0.3,-0.4
CC(C)(C)c1ccc(C(=O)N/C(=C\c2ccco2)C(=O)Nc2ccccc2C(=O)O)cc1,-22.2,-21.4,-3.9,3.1,15.3,-3.3,2.0,-7.4,-0.1,-25.5
CCOc1ccc2oc(C(=O)NCC3CCCO3)c(C)c2c1 (stereo unspecified),-81.5,8.8,26.5,-5.2,-0.3,-1.1,1.3,-100.2,2.5,17.0
Cc1ccc(S(=O)(=O)N(C)C)cc1NC(=O)COC(=O)/C=C/c1ccc2ccccc2n1,/,52.0,19.5,/,/,3.2,3.2,-58.1,2.3,76.3*
O=c1c(Cc2ccccc2)c(O)nc2n1CCS2,10.5,-9.6,41.4,-0.9,0.7,-1.8,3.0,4.6,-1.4,-3.9
CCOC(=O)N1CCN(C(=O)CN2C(=O)COc3ccc(S(=O)(=O)N4CCOCC4)cc32)CC1,-16.5,30.6,23.2,-6.6,2.5,/,-1.2,-1.1,-0.2,58.3*
CC(C)=CCCC(C)CN(C)CCc1ccccn1 (stereo unspecified),1.4,-10.4,20.5,1.9,2.1,-0.7,3.4,-6.5,0.4,2.3
CC(=O)c1cc2c(cc1NC(=O)Cn1nc(-c3ccc(C)cc3)ccc1=O)OCO2,8.8,0.0,-0.8,11.7,1.7,3.3,-0.9,9.6,0.3,8.9
CCC(=O)Nc1ccccc1C(=O)C(=O)Nc1ccccc1,-9.2,-2.6,25.3,6.6,-4.1,1.8,0.1,-69.5,0.3,2.8
CCOc1ccc(-c2c(C)n([O-])c3c([n+]2=O)CCCC3)cc1,7.2,-1.8,-1.5,4.9,7.1,-3.0,-4.2,-1.3,-0.7,2.3

# High-throughput results as filed in PubChem.
